FLuc inh: qHTS Assay for Inhibitors of Firefly Luciferase; Luciferin 4-monooxygenase (Photinus pyralis), P08659; purified firefly luciferase, luminescence, 8 min; Potency, µM (highest dose often 57.1 µM), inactives show top-dose activity change, negative = inhibition, most hits filed as inhibitors; 72,000 compounds, 2.2% hits; AID 411, 2009; further: potency means the concentration at half of the fitted maximal effect; on the % scale 0 is the no-effect control and ±100 the full control effect; nearly all actives have a fitted effect of over 40% in size
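Inhibition of light generation by firefly luciferase from ATP and luciferin was profiled with concentration-response curves per sample, ATP held at 10 uM within the enzyme's linear range. Plates were read by luminescence after an 8-minute ambient incubation.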
Tau fil binding: qHTS Assay for Tau Filament Binding | Potency, µM (top dose mostly 57.1 µM), for the others: top-dose activity change, negative = inhibition | AID 596, 2007 | Microtubule-associated protein tau (Homo sapiens), P10636 | recombinant tau filaments, thioflavin S fluorescence, 15 h; filaments grown with octadecylsulfate alongside compound | 71,000 compounds, 2% hits;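 further: potency means the concentration at half of the fitted maximal effect; on the % scale 0 is the no-effect control and ±100 the full control effect; actives lower thioflavin S fluorescence by blocking filaments or displacing dye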
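Assay mix: 1 uM His-tagged tau, 30 uM sodium octadecylsulfate, thioflavine S dye in HEPES/NaCl/DTT buffer. Compound is added prior to the inducer. Fluorescence after 15 h at 37 C.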
Texas Red fluor: qHTS Assay for Spectroscopic Profiling in Texas Red Spectral Region. 59,000 compounds, 0.06% hits. max dye-equivalent concentration, M. AID 587, 2007. Compound fluorescence, Texas Red channel, 547/618 nm; active compounds read high; in the data active means max dye-equivalent concentration above about 10 nM; inconclusive means between about 1.1 nM and that limit
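qHTS profiling of intrinsic compound fluorescence; 100 mM Tris pH 8.0; 15 min RT; ex 547 / em 618 nm; response expressed as Texas Red dye-equivalent concentration from six-point plate standard.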
Rhodamine fluor: qHTS Assay for Spectroscopic Profiling in Rhodamine Spectral Region | max dye-equivalent concentration, M | Rhodamine-region fluorescence, 547/598 nm, Tris buffer; active compounds read high | 59,000 compounds, 0.05% hits | AID 594, 2007; in the data active means max dye-equivalent concentration above about 11 nM; inconclusive means between about 1.1 nM and that limit
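qHTS spectral profiling of compounds without any target or enzyme present, in pH 8.0 Tris buffer; plates were read after a 15-minute room-temperature incubation using the rhodamine-region filter set.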
Hsp90 Hop PPI: qHTS Assay for Disrupters of an Hsp90 Co-Chaperone Interaction. Hsp90 C-terminal peptide / TPR2A (Hop) interaction, human. AlphaScreen TPR2A-His6 binding biotin-Hsp90 C-terminal peptide. Potency, µM (highest dose often 57 µM), for inactives: at the highest dose activity change, negative = inhibition. 71,000 compounds, 0.44% hits; active means well fitted curve in either direction with a large enough effect; inconclusive means small, poorly fitted or top-dose-only effect, or another doubt; further: potency means the concentration at half of the fitted maximal effect; on the % scale 0 is the no-effect control and ±100 the full control effect; many of its hits are not listed in these tables
ERK AVP block: qHTS Assay for Inhibitors of the ERK Signaling Pathway using a Homogeneous Screening Assay; HEK293-V1b, vasopressin-stimulated pERK AlphaScreen; Potency, µM (highest dose often 57.5 µM), for inactives: at the top dose activity, negative = inhibition, actives largely listed as inhibitors; 72,000 compounds, 0.99% hits; AID 995, 2007; further: potency means the concentration at half of the fitted maximal effect; on the % scale 0 is the no-effect control and ±100 the full control effect; nearly all actives have a fitted effect of over 55% in size
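V1b-HEK293 cells; cpd 30 min 37C; 25 nM vasopressin 5 min; lyse 10 min; AlphaScreen beads 5 hr RT. Normalized to DMSO basal and 25 nM vasopressin; AC50 by Hill fit.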
HBB splice mod: qHTS Assay for Modulators of Hemoglobin Beta Chain Splicing | 65,000 compounds, 0.06% hits | Potency, µM (doses to about 46.1 µM), inactives show top-dose activation, hits mostly activators | HBB splicing reporter cell assay, activation; EGFP reporter with mutant IVS2-654 intron; response scale: normalised to 500 nM splice-correcting PNA; further: potency means the concentration at half of the fitted maximal effect; 0% is about no effect
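Compounds were applied for 2 days to HeLa EGFP-654 cells, 500/well in Optimem with 2% FCS. The reporter's EGFP is disrupted by mis-splicing of beta-globin intron IVS2-654. Readout: summed well GFP fluorescence from 488 nm laser scanning; reference was 500 nM antisense […] 654 PNA.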
HADH2 inh: qHTS Assay for Inhibitors of HADH2 (Hydroxyacyl-Coenzyme A Dehydrogenase, Type II) | 3-hydroxyacyl-CoA dehydrogenase type-2 (Homo sapiens), Q99714 | 73,000 compounds, 3.4% hits | recombinant HADH2, NADH fluorescence, beta-hydroxybutyryl-CoA | Potency, µM (highest dose often 57.1 µM), inactives show at the highest dose activity change, negative = inhibition, most hits filed as inhibitors; further: potency means the concentration at half of the fitted maximal effect; on the % scale 0 is the no-effect control and ±100 the full control effect; nearly all actives have a fitted effect of over 60% in size; many of its hits are not listed in these tables
Target sequence (Q99714 whole entry, looked up, one chain of several): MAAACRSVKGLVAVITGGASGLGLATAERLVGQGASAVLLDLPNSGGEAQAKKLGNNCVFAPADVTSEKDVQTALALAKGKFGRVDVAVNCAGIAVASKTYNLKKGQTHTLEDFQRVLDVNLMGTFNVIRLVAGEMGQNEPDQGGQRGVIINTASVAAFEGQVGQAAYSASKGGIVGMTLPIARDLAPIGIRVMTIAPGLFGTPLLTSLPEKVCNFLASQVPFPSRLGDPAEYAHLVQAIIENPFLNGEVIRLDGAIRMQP
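Activity measured as NADH fluorescence gain (360/450 nm), taken as the change between first and last reads of a 4-min kinetic run. Conditions: pH 9.0 Tris buffer, 20 nM E. coli-expressed His-tagged enzyme, 1 mM NAD+, 90 uM beta-hydroxybutyryl-CoA; 15-min compound preincubation.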
DNA Pol III inh: qHTS Assay for Inhibitors of DNA Polymerase III Holoenzyme System | reconstituted DNA polymerase III holoenzyme replication, biochemical | Potency, µM (top dose mostly 57.1 µM), inactives show at the top dose activity change, negative = inhibition | 71,000 compounds, 0.25% hits; further: potency means the concentration at half of the fitted maximal effect; on the % scale 0 is the no-effect control and ±100 the full control effect
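Reconstituted *E. coli* holoenzyme (0.35 nM Pol III, 1 nM beta, 154 nM SSB, 2 nM primase) was preincubated with compound for 15 min at RT. Synthesis on 1.4 nM ssM13Gori ran 35 min, then was stopped with PicoGreen/EDTA and read as dsDNA fluorescence.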
15-hLO inh: qHTS Assay for Inhibitors of 15-hLO (15-human lipoxygenase); Polyunsaturated fatty acid lipoxygenase ALOX15 (Homo sapiens), P16050; purified 15hLO-1, xylenol orange hydroperoxide absorbance; Potency, µM (doses to about 57.1 µM), inactives show at the top dose activity change, negative = inhibition, hits mostly inhibitors; 74,000 compounds, 1.4% hits; further: potency means the concentration at half of the fitted maximal effect; on the % scale 0 is the no-effect control and ±100 the full control effect; nearly all actives have a fitted effect of over 55% in size
Target sequence (P16050 whole entry, looked up): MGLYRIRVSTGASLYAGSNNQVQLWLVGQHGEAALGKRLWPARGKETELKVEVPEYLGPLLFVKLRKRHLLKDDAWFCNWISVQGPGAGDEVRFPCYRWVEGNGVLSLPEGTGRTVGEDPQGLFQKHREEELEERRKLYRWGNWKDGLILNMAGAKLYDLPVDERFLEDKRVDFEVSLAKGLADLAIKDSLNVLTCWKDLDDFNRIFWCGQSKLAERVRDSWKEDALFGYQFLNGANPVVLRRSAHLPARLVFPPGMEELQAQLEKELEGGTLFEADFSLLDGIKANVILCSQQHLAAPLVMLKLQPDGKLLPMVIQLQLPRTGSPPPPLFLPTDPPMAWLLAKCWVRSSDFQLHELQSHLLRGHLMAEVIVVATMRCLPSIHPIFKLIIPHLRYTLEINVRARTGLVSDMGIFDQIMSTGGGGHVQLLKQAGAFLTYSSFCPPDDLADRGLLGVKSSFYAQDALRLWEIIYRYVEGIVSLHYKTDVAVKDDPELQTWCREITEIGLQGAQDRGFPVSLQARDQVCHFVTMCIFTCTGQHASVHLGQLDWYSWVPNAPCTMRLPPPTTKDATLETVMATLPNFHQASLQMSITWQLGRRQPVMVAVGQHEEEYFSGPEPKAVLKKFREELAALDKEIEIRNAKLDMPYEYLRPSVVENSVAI
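Purified human 15hLO-1 (40 nM final) in 25 mM Hepes pH 7.5, 0.01% Triton X-100 was preincubated with compound 15 min at room temperature, then reacted 6 min with 50 uM arachidonic acid; hydroperoxide detected by Fe-XO, 573/405 nm absorbance ratio.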
CRE-bla Fsk: Cell signaling CRE-BLA (Fsk stim) | 71,000 compounds, 2.5% hits | Potency, µM (series often up to 38.2 µM), for inactives: top-dose activity change, negative = inhibition, hits mostly activators | CHO CRE-bla reporter (cAMP response element driving beta-lactamase), forskolin EC10, beta-lactamase ratio | AID 662, 2007; active means well fitted activation curve with a large enough effect in the signal ratio, with a control signal flat, not every such curve was filed as active; inconclusive means small, poorly fitted or top-dose-only effect, or effect the other way, or a change in a side signal; the % refers to the signal ratio; further: potency means the concentration at half of the fitted maximal effect; % of control where 0% means no effect
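Titrated compounds plus EC10 NKH 477 on CHO CRE-bla cells, 3 h, 37 °C. CCF4, 2 h RT. Ratio 460/530 nm → AC50.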
* = called active by the depositor; i = inactive; ? = inconclusive; nt = not tested or not shown; [ ] = dose if it differs, or a comment. Unless noted, the call rests on the fitted dose curve; in most records, active means well fitted curve in the direction sought with a large enough effect; inconclusive means small, poorly fitted or top-dose-only effect, or another doubt; inactive means no such curve, though single readings can be large; an effect the other way counts as inactive or inconclusive. An excerpt; rates above refer to the full screens.

nr	SMILES	FLuc inh	Tau fil binding	Texas Red fluor	Rhodamine fluor	Hsp90 Hop PPI	ERK AVP block	HBB splice mod	HADH2 inh	DNA Pol III inh	15-hLO inh	CRE-bla Fsk
1	C=CCn1c(SCC(=O)Nc2sc(C)c(C)c2C(=O)OCC)nnc1-c1sc(N)nc1C	1%	50%	i	i	-10%	?	-0.5%	-1%	-2%	?	23%
2	CC1=C/C(=C\c2ccc3c(c2)OCO3)C(=O)S1	-14%	25µM*	i	i	-13%	-16%	0.7%	?	-6%	?	?
3	CC1CCCC(C)N1C(=O)CSc1nnc(C2CCCCC2)o1 (stereo not given)	-2%	-8%	?	i	1%	-2%	nt	4%	4%	4%	2%
4	CN(N=O)c1ccc(/C=C\c2ccnc3ccccc23)cc1	3%[11.4 µM]	-15%[11.4 µM]	?	i	-7%[11 µM]	0%[11.5 µM]	2.2%[9.22 µM]	-22%[11.4 µM]	-8%[11.4 µM]	3%[11.4 µM]	12%[7.6 µM]
5	COc1ccc(NC(=O)CSc2nnc(-c3ccco3)n2C)cc1	-1%	-2%	i	i	-2%	-3%	nt	-2%	-11%	-3%	12%
6	COc1ccc2c(c1)C1(Nc3ccccc3-c3nc4ccccc4n31)C(=O)N2C (stereo not given)	-1%	95%	i	i	-6%	-29%	0.2%	5%	3%	-16%	12%
7	CSc1nnc(-c2cnccn2)n1Cc1ccccc1	1%	0%	i	i	0%	-8%	-0.2%[57.5 µM]	3%	0%	9%	12%
8	C=C(C)c1cccc(C(C)(C)NC(=O)N2CCN(c3ccccn3)CC2)c1	4%	-15%	nt	nt	0%[2.3 µM]	29%	-1.0%	-12%	1%	-9%	-4%
9	COc1ccc(C2=C(N)c3ccccc3C2=O)cc1	13µM*	?	nt	nt	-16%	6%	-0.4%[9.22 µM]	10%	0%	-8%	-3%
10	CCNC(=O)CSc1nc2ccccc2c(=O)n1CCCOC(C)C	3%	21%	?	i	-4%	8%	0.3%	-7%	-6%	1%	5%
11	O=c1cc2c(n[nH]1)CCCC2	1%	6%	i	i	-2%	2%	-2.6%	-19%	2%	-8%	-3%
12	Cc1cc(F)ccc1S(=O)(=O)Nc1ccccc1C(=O)Nc1ccc2[nH]c(=O)[nH]c2c1	0%	7%	?	i	-5%	-5%	-0.3%[57.5 µM]	14%	-1%	-7%	-3%
13	C=CCNC(=O)c1ccc(OC)cc1OC	0%	-8%	i	i	0%	-24%	-1.2%	5%	-1%	4%	-7%
14	O=C(c1noc2c1CCCC2)N1CCN(c2ccc(F)cc2)CC1	2%	-9%	i	i	-3%	6%	-3.9%	2%	2%	-7%	?
15	O=C(Nn1c(C2CCC2)nc2ccccc2c1=O)C1CCC1	1%	6%	?	i	-16%	-6%	-0.4%	1%	-8%	0%	-6%
16	CC1CCCCN1C(=O)Nc1cccc(Cl)c1 (stereo not given)	-13%	-1%	i	i	1%	-3%	nt	-8%	5%	-4%	5%
17	CCOc1ccc(C2NC(=O)c3ccccc3O2)cc1 (stereo not given)	-5%	-13%	?	i	-5%	1%	-1.9%[0.369 µM]	-3%	-3%	6%	?
18	CN(C)c1nc(C(=O)Nc2ccccc2)nc(N(C)C)n1	-1%	-1%	?	i	-4%	-1%	1.1%	-1%	-3%	2%	5%
19	CC1(C)CCC2=C(O1)c1ccccc1C(=O)C2=O	-3%	-18%	i	i	-10%	?	-0.2%	-15%	-9%	?	-2%
20	O=C1CCc2cc(S(=O)(=O)N3CCC(C(=O)NC4CCCc5ccccc54)CC3)ccc2N1 (stereo not given)	-11%	-4%	nt	nt	-2%	-16%	1.3%	8%	0%	-18%	-19%

Three compounds out of the list, ordered by length of the SMILES, ascending:
nr	SMILES	FLuc inh	Tau fil binding	Texas Red fluor	Rhodamine fluor	Hsp90 Hop PPI	ERK AVP block	HBB splice mod	HADH2 inh	DNA Pol III inh	15-hLO inh	CRE-bla Fsk
2	CC1=C/C(=C\c2ccc3c(c2)OCO3)C(=O)S1	-14%	25µM*	i	i	-13%	-16%	0.7%	?	-6%	?	?
18	CN(C)c1nc(C(=O)Nc2ccccc2)nc(N(C)C)n1	-1%	-1%	?	i	-4%	-1%	1.1%	-1%	-3%	2%	5%
5	COc1ccc(NC(=O)CSc2nnc(-c3ccco3)n2C)cc1	-1%	-2%	i	i	-2%	-3%	nt	-2%	-11%	-3%	12%

Additional results follow:
nr	SMILES	FLuc inh	Tau fil binding	Texas Red fluor	Rhodamine fluor	Hsp90 Hop PPI	ERK AVP block	HBB splice mod	HADH2 inh	DNA Pol III inh	15-hLO inh	CRE-bla Fsk
21	Cc1ccc(-n2c(SCC(N)=O)nnc2-c2ccccn2)cc1	2%	-5%	i	i	?	-4%	-0.4%[57.5 µM]	0%	-7%	13%	-7%
22	Cc1cc(NC(=O)Cn2nnc3sc4c(c3c2=O)CCC(C(C)(C)C)C4)no1 (stereo not given)	-1%	?	i	i	-20%	-4%	nt	0%	-1%	-27%	22%
23	O=P1(c2ccccc2)C=Cn2c1cc1c2CCCC1 (stereo not given)	1%	-9%	i	i	-8%	-17%	-0.9%[57.5 µM]	1%	-3%	10%	1%
24	O=C(CN1C(=O)NC2(CCCCCC2)C1=O)c1ccc2c(c1)OCCO2	-26%	-15%	i	i	?	?	-2.6%	11%	-1%	-9%	?
25	O=C(Nc1c(F)c(F)c(F)c(F)c1F)C1CCCCC1	0%	-7%	nt	nt	0%	35%[activator]	-1.3%[9.22 µM]	-2%	-3%	-3%	6%
26	Cc1csc(NC(=O)c2c(O)c3cccc4c3n(c2=O)CCC4)n1	-29%	8%	i	i	-1%	-5%	0.3%	14%	-4%	-14%	-8%
27	NS(=O)(=O)c1ccc(CNC(=O)c2ccc(Br)o2)cc1	4%	-6%	?	i	-1%	-2%	-0.6%	-3%	-6%	7%	-3%
28	Cc1cc(C)n(CCc2nc(-c3cc4ccccc4o3)cs2)n1	-3%	-4%	i	i	5%	?	-5.3%	?	-5%	-17%	?
29	CCn1c(SCC(=O)c2cc(OC)ccc2OC)nnc1C1CC1	4%	13%	?	i	0%	-2%	-5.4%	10%	-7%	1%	2%
30	COc1cccc(N2CCN(C3CC(=O)N(c4ccc(Cl)cc4)C3=O)CC2)c1 (stereo not given)	2%	1%[11.4 µM]	nt	nt	-9%[11 µM]	6%	-3.4%[0.0738 µM]	0%[11.4 µM]	0%[11.4 µM]	-13%[11.4 µM]	?
31	COc1ccc(OC)c(C2C(C(=O)c3ccc(C)o3)=C(O)C(=O)N2CCCN2CCOCC2)c1 (stereo not given)	-1%	2%	i	i	-4%	-3%	-0.6%	1%	-4%	4%	-6%
32	Cc1cnc(Nc2nc3ccccc3o2)nc1C(=O)Nc1cccc(C(F)(F)F)c1	2%	54%	i	i	-5%	-18%	2.7%[0.369 µM]	8%	-3%	36%[activator]	-3%
33	CCOC(=O)N1CCC(NC(=O)c2cc3c(=O)n(C)c4ccccc4c3n2C)CC1	2%	107%	nt	nt	-3%[2.3 µM]	-29%	-0.9%	?	-8%	-1%	?
34	COc1ccc(S(=O)(=O)N(C(C)=O)c2ccc3oc(=O)sc3c2)cc1	-4%	-1%	i	i	-15%	2%	nt	?	-10%	5µM*	-11%
35	CCCCNC(=O)Nc1ccon1	2%	-3%	i	i	-5%	-11%	1.2%	6%	-2%	-2%	-8%
36	COC(=O)c1ccc(CNC(=O)COc2ccccc2Br)o1	1%	11%	?	i	2%	-24%	-1.4%	-1%	-1%	0%	?
